MrgX1 PAM = positive allosteric modulators of MrgX1, primary screen, HEK293 cells, Fluo-4 calcium flux. 310,000 compounds, 0.63% hits. AID 588675, 2011. B-score at 10 µM. FDSS; hits give high values;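 active = plate-corrected calcium response at least 3 library SD above typical, normal starting fluorescence, not activating the receptor alone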;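 note: compound read alongside a low EC10 to EC30 dose of BAM8-22 agonist; peak minus trough fluorescence over baseline measured at the second addition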
Target sequence (Q96LB2 whole entry, looked up): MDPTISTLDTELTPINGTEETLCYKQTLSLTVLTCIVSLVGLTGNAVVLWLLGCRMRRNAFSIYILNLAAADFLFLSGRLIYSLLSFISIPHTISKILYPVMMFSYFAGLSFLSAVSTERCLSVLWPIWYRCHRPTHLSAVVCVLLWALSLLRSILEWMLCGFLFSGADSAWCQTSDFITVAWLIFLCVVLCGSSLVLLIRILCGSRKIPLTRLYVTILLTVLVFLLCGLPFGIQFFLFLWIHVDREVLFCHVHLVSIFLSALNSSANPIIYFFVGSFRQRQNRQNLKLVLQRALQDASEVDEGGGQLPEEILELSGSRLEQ
MrgX1 agonist = agonists of human MrgX1 receptor, primary screen, HEK293 cells, Fluo-4 calcium flux; B-score at 10 µM; Fluo-4 calcium fluorescence, agonist mode; hits give high values; Mas-related G-protein coupled receptor member X1 (Homo sapiens), Q96LB2; 310,000 compounds, 0.44% hits; AID 588627, 2011;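 active = calcium response B-score plate-corrected fluorescence ratio at least 3 library SD, with starting fluorescence B-score inside 5 SD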
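System: HEK293 cells stably expressing human MrgX1 receptor; Dosing: test compound in the initial addition of three; Schedule: overnight plating, then 30 min 37 °C plus 30 min room-temperature dye loading; Detection: kinetic calcium dye fluorescence, Fluo-4 NW; Controls: per-plate positive and negative controls for Z′ factor.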
HDAC3 inhib = HDAC3 deacetylase inhibitors, primary screen, biochemical, fluorescence, cell-free homogeneous; AID 2718, 2010; inhibition, % at 8.3 µM; 320,000 compounds, 0.15% hits; Histone deacetylase 3 (Homo sapiens), O15379; recombinant HDAC3, fluorogenic peptide/trypsin coupled; in the data active = inhibition above about 26%, passing the limit was not always enough
Target sequence (O15379 whole entry, looked up): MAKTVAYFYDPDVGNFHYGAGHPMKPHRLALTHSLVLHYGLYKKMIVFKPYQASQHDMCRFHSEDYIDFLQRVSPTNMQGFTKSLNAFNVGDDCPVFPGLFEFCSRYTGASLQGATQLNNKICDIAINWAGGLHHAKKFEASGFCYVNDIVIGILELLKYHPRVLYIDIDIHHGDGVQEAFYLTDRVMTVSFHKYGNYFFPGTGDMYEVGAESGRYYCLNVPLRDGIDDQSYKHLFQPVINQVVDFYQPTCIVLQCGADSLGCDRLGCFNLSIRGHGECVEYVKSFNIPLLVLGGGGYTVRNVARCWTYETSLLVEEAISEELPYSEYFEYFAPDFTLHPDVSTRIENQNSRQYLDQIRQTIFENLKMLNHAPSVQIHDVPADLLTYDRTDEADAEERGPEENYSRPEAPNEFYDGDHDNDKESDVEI
ANO1 block = TMEM16A chloride channel inhibitors, primary screen, cell-based, HTS. HEK293 TMEM16A/YFP iodide influx fluorescence, ionomycin. normalized B-score (activity score, 25-100; higher = stronger inhibition) at 10 µM. 310,000 compounds, 1.2% hits;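 active = ratio plate-corrected score three or more library SD toward inhibition, starting fluorescence score within five deviations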;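 note: score derived from kinetic fluorescence span divided by baseline fluorescence per well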
TRPC6 inhibitor = mouse TRPC6 channel inhibitors, primary screen, cell-based, HEK293, membrane potential dye | 310,000 compounds, 1.1% hits | B-score at 10 µM | Short transient receptor potential channel 6 (Mus musculus), Q61143 | ACh-evoked depolarization; hits give low values;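 active = B-score under library mean minus 3 SD, initial fluorescence not abnormally high, positive integrated signal ratio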;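 note: B-score derived from integrated fluorescence ratio over the kinetic read; more negative B-score means stronger inhibition of depolarization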
TRPC6 act = mouse TRPC6 channel activators, primary screen, cell-based, HEK293, membrane potential dye; Short transient receptor potential channel 6 (Mus musculus), Q61143; HEK293-TRPC6 membrane potential dye fluorescence; hits give high values; B-score at 10 µM; 310,000 compounds, 0.13% hits;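 active = B-score of the integrated fluorescence ratio above library mean plus 3 SD, and starting fluorescence ratio within library mean plus 5 SD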;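 note: higher score means more depolarization so channel activation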
MrgX1 antagonist = antagonists of human MrgX1 receptor, primary screen, HEK293 cells, Fluo-4 calcium flux; 310,000 compounds, 1.3% hits; BAM8-22 antagonism; hits give low values; B-score at 10 µM;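 active = calcium-response B-score plate-corrected more than 3 library SD below zero, starting fluorescence within 5 deviations, no agonist response on first addition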;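 note: peak minus trough fluorescence over baseline after final BAM8-22 challenge near maximal dose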
TMEM16A act = TMEM16A chloride channel activators or potentiators, primary screen, cell-based, HTS. 340,000 compounds, 0.3% hits. HEK293 TMEM16A/YFP-H148Q/I152L, iodide quench fluorescence; hits give low values. B-score at 10 µM. Anoctamin-1 (Mus musculus), Q8BHY3;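 active = fluorescence-ratio B-score plate-corrected deviation score at least 3 library SD below zero, with starting fluorescence score within 5 deviations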;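 note: channel opened by trigger with iodide after compound preincubation; score built on the fluorescence ratio of max minus min over baseline; more negative score means more quench and so TMEM16A activation or potentiation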
RGS4 pot = RGS4 potentiators or activators, primary screen, cell-based, HEK293 M3R inducible RGS4, calcium flux; carbachol calcium flux Fluo4; hits give low values; B-score at 10 µM; 310,000 compounds, 0.92% hits; AID 463111, 2010;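 active = B-score of the integrated calcium signal more than 4 SD below the library mean, with starting fluorescence not abnormally high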;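 note: negative B-score means reduced calcium response which marks RGS4 activation or potentiation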
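Also added: carbachol at ECmax as muscarinic agonist stimulus; Assay system: HEK293 cells with stable M3R and inducible RGS4; Timing: overnight RGS4 induction, 30 min dye load 37 °C, 20 min compound RT; Measured by: Fluo4-AM (2 µM) calcium-flux fluorescence, kinetic read.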
RGS4 inh = RGS4 inhibitors, primary screen, cell-based, HEK293 M3R inducible RGS4, calcium flux; Regulator of G-protein signaling 4 (Homo sapiens), P49798; Fluo-4 calcium flux; hits give high values; triggered by carbachol at its EC20; B-score at 10 µM; 310,000 compounds, 0.45% hits; AID 463165, 2010;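 active = B-score, a plate-corrected calcium signal, over three deviations above library mean, with baseline fluorescence within five deviations of library mean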;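 note: RGS4 expression induced by doxycycline in cells with stable M3 receptor; B-score is computed from the integrated fluorescence ratio over baseline after carbachol; higher B-score means a larger calcium signal and so more RGS4 inhibition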
Target sequence (P49798 whole entry, looked up): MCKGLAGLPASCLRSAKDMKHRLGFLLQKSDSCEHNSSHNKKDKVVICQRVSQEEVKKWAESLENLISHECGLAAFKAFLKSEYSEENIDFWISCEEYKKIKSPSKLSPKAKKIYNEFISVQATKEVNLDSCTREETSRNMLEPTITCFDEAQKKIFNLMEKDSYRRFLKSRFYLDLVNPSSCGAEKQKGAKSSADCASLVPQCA
SKKanGAS inh = S. pyogenes SKKanGAS growth inhibitors in kanamycin, primary screen, streptokinase expression inhibitor project, SKKanGAS strain, BacTiter-Glo luminescence; 300,000 compounds, 1.3% hits; inhibition, % at 7.5 µM; 6 h; AID 1662, 2009;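 active = mean replicate score, as percent of positive control median, at least 50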;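 note: strain carries kanamycin resistance gene driven by streptokinase promoter and grows in 40 µg/ml kanamycin; loss of luminescence reflects streptokinase promoter inhibition or plain growth inhibition; 0% = median of DMSO wells and 100% = positive control at its reference dose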
Starred values were filed as active, the others as inactive; i = inactive; . = no result given. An unsorted share of the library, and some 6.7% of all compounds hit somewhere here.

SMILES	MrgX1 PAM	MrgX1 agonist	HDAC3 inhib	ANO1 block	TRPC6 inhibitor	TRPC6 act	MrgX1 antagonist	TMEM16A act	RGS4 pot	RGS4 inh	SKKanGAS inh
CCCOc1nc2ccccc2cc1/C=C/C(=O)O	i	i	-2.6	i	i	i	i	i	i	i	9.5
COc1ccccc1N1CCN(C2CCCN(C(=O)c3csc(C)n3)C2)CC1 (centres undefined)	i	i	7.5	i	i	i	i	i	i	i	-2.7
COC(=O)C1=C(C(=O)OC)C(c2cc(Br)ccc2O)c2sc(=O)[nH]c2S1 (centres undefined)	i	i	1.8	i	.	.	i	i	.	.	.
Cc1ccc(S(=O)(=O)NCC(c2ccccc2)N2CCCCC2)cc1 (centres undefined)	i	i	-0.1	i	i	i	i	i	i	i	-2.9
CNC(=S)NNS(=O)(=O)c1ccc(OC)cc1OC	i	i	7.3	i	i	i	i	i	i	i	1.2
CC(C)CNc1nnnc2c1sc1nc(N3CCOCC3)c3c(c12)CCCC3	i	i	.	i	i	i	i	i	i	i	-17.0
N#Cc1c(C(F)(F)F)cc(-c2ccco2)nc1SCc1ccncc1	i	i	-2.8	i	i	i	-5.1*	i	i	i	11.2
CC(C)c1nc(SCC(=O)N2CC(=O)Nc3ccccc32)c2ccccc2n1	i	i	4.3	i	i	i	i	i	i	i	-5.7
CC(C)(C)c1csc(NC(=O)C2COc3ccccc3O2)n1 (centres undefined)	i	i	10.1	i	i	i	i	i	i	i	2.9
Cc1ccc(NC(=O)COC(=O)/C=C/c2cccs2)cc1	i	i	-5.0	i	i	i	i	i	i	i	-2.9
O=C(NCc1ccco1)c1ccc(NC(=O)C2COc3ccccc3O2)cc1 (centres undefined)	i	i	0.1	i	i	i	i	i	i	i	-5.4
Cn1c(SCC(=O)Nc2cc([N+](=O)[O-])ccc2F)nnc1C(F)(F)F	i	i	-6.4	i	i	i	i	i	i	i	2.6
O=C(CCCN1C(=O)c2ccccc2C1=O)NCc1cccnc1	i	i	-0.2	i	i	i	i	i	i	i	2.8
Cc1ccc(Cn2c(CN3CCN(C(=O)c4ccco4)CC3)nc3c2c(=O)n(C)c(=O)n3C)cc1	i	i	1.1	i	i	i	i	i	i	i	9.8
CCOc1cc2nc3c4ccccc4n(C)c3nc2cc1OCC	i	i	4.3	i	i	i	i	i	i	i	-16.9
Cc1cc(F)ccc1S(=O)(=O)Nc1nc2ccccc2nc1Cl	i	i	-3.4	i	i	i	i	i	i	i	11.4
Cc1ccc(Cn2nnc3c(=O)[nH]c(C4CCCN(C(=O)Nc5ccc(F)cc5F)C4)nc32)cc1 (centres undefined)	i	i	4.5	i	i	i	i	i	i	i	14.2
CCN(CC)C(=O)N1CCc2ccccc2C1CN1C(=O)c2ccccc2C1=O (centres undefined)	i	i	3.8	i	i	i	i	i	i	i	-3.8
CC1CCC(NC(=O)N(CCCl)N=O)CC1 (centres undefined)	i	i	-0.6	i	i	i	i	i	i	i	0.9
Cc1ccccc1C1(CCN2CCCCC2)CCOC(C)(C)C1 (centres undefined)	i	i	-0.6	i	i	i	i	i	i	i	-0.1
C=CCn1c(Br)nc2c1c(=O)n(C)c(=O)n2C	i	i	-4.5	i	i	i	i	i	i	i	-1.4
C=C(C)c1cccc(C(C)(C)NC(=O)Nc2nnc(C(C)C)s2)c1	i	i	8.5	i	i	i	i	i	i	i	7.4
CN(C)C(CNC(=O)c1ccc(NS(=O)(=O)c2ccc3[nH]c(=O)[nH]c3c2)cc1)c1ccccc1 (centres undefined)	i	i	5.0	i	i	i	i	i	i	i	-16.1
CCN(CC)c1ccc2c(-c3ccc(S(=O)(=O)O)cc3S(=O)(=O)[O-])c3ccc(=[N+](CC)CC)cc-3oc2c1	i	i	4.1	i	i	i	i	i	i	i	34.1
CCNc1nc(N)c(C(=O)C23CC4CC(CC(C4)C2)C3)s1	i	i	2.8	i	i	i	i	i	i	i	11.6
Later entries:
SMILES	MrgX1 PAM	MrgX1 agonist	HDAC3 inhib	ANO1 block	TRPC6 inhibitor	TRPC6 act	MrgX1 antagonist	TMEM16A act	RGS4 pot	RGS4 inh	SKKanGAS inh
Cn1c(=O)n(Cc2ccccc2)c(=O)c2c1nc1n2CCCN1CCc1ccccc1	i	i	2.3	i	i	i	i	i	i	i	5.7
COC(=O)CSc1nc(NC(C)=O)nc(C)c1Br	i	i	-2.0	i	i	i	i	i	i	i	-3.1
CCOC(=O)N1CCC(NC(=O)CC(NS(=O)(=O)c2ccc(C)cc2)c2ccco2)CC1 (centres undefined)	i	i	.	i	.	.	i	i	.	.	1.8
Cc1sc2nc(CSc3nnnn3-c3ccc(Cl)cc3)[nH]c(=O)c2c1C	i	i	.	i	i	i	i	i	i	i	7.1
CCOc1ccccc1NC(=O)Nc1ccc(Cl)cc1	i	i	-4.9	i	i	i	i	i	i	i	-5.7
O=c1ccc2cc(S(=O)(=O)N3CCN(c4ccccc4)CC3)ccc2o1	i	i	-10.4	i	i	i	i	i	i	i	-1.9
CC(=O)NC1C(=O)Nc2c1cccc2C(F)(F)F (centres undefined)	i	i	-1.3	i	i	i	i	i	i	i	-10.5
CC(Sc1nncs1)C(=O)NCC(=O)Nc1ccc(F)c(F)c1F (centres undefined)	i	i	0.7	i	i	i	i	i	i	i	0.3
Cc1cnc(C(=O)NC2CC(C)(C)Cc3c2cnn3-c2ccccc2)cn1 (centres undefined)	i	i	4.8	i	i	i	i	i	i	i	11.7
CCCc1ccc(C#N)c(SC2CC(=O)N(c3ccc(OC)cc3)C2=O)n1 (centres undefined)	i	i	8.8	i	i	i	i	i	i	i	7.6
O=C(O)C1CCCN(S(=O)(=O)c2ccccc2[N+](=O)[O-])C1 (centres undefined)	i	i	6.3	i	i	i	i	i	i	i	4.2
Cc1nc(-c2cccc(NC(=O)C(C)Oc3ccccc3)c2)cs1 (centres undefined)	i	i	-0.9	i	i	i	i	i	i	i	-5.6
CCOC(=O)[C@@H]1[C@H]2COc3ccc(Br)cc3[C@@H]2N2C(=O)N(c3ccc(C(F)(F)F)cc3)C(=O)[C@@]12C	i	i	3.0	i	i	i	i	i	i	i	5.3
O=C(O)CCCC(=O)Nc1nc(-c2ccccc2)cs1	i	i	-11.0	i	.	.	i	i	.	.	-4.2
CC1C(=O)Nc2ccc(S(=O)(=O)N3CCN(c4cccc(Cl)c4)CC3)cc2NC1=O (centres undefined)	i	i	2.6	i	i	i	i	i	i	i	-10.1
Cc1onc(-c2ccccc2Cl)c1C(=O)Nc1cccc2nsnc12	i	i	-1.9	i	i	i	i	i	i	i	14.7
O=C(NCCc1ccc(Cl)cc1)C1CCC(=O)N1C1CCCC1 (centres undefined)	i	i	-14.9	i	i	i	i	i	i	i	3.2
Cc1sc(NC(=O)C2=COCCO2)c(C#N)c1C	i	i	.	i	i	i	i	i	i	i	2.1
COc1cccc(CNC(=O)c2cc(C)nc3ccccc23)c1	i	i	-12.0	i	i	i	i	i	i	i	1.4
CC1CCc2c(sc(NC(=O)COC(=O)c3ccc(O)cc3)c2C#N)C1 (centres undefined)	i	i	-2.1	i	i	i	i	i	i	i	12.9
O=C(COc1ccccc1[N+](=O)[O-])N/N=C/c1cccs1	i	i	-1.3	i	i	i	i	i	i	i	-13.5
CC(C)(C)OC(=O)N1Cc2ccccc2C[C@H]1C(=O)N1CCC[C@H]1C(=O)O	i	i	-0.6	i	i	i	i	i	i	i	-2.0
CCCCCc1ccc(-c2cn(Cc3ccc([N+](=O)[O-])cc3)nn2)cc1	i	i	2.0	i	i	i	i	i	i	i	-1.8
COc1cccc(C(=O)/C=C/Nc2cc(C)ccc2O)c1	i	i	10.4	i	i	i	i	i	i	i	-2.5
CN1CCN(C(=S)NC(=O)c2ccc(C(C)(C)C)cc2)CC1	i	i	2.5	i	i	i	i	i	i	i	-1.7
Continued:
SMILES	MrgX1 PAM	MrgX1 agonist	HDAC3 inhib	ANO1 block	TRPC6 inhibitor	TRPC6 act	MrgX1 antagonist	TMEM16A act	RGS4 pot	RGS4 inh	SKKanGAS inh
CCCNC(=O)[C@@H]1CCCN1C(=O)[C@@H]1Cc2ccccc2CN1	i	i	-11.6	i	i	i	i	.	i	i	-6.6
N#Cc1cn(-c2ccccc2)nc1-c1ccccc1	i	i	-1.8	i	i	i	i	i	i	i	-15.5
Cn1cnnc1SCC(=O)Nc1cc(S(=O)(=O)N2CCCCCC2)ccc1Cl	i	i	1.1	i	i	i	i	i	i	i	1.2
COc1ccc2c(c1)[nH]c1c(=O)n(CCCN3CCOCC3)cnc12	i	i	-3.2	i	i	i	i	i	i	i	1.4
CN(CCOc1ccc(Cl)cc1)C(=O)c1cc(-c2ccco2)nc2ccccc12	i	i	3.0	i	i	i	i	i	-8.5*	i	-3.8
FC(F)(F)c1cnc(-n2cc[nH]c2=S)c(Cl)c1	i	i	-12.4	i	i	i	i	i	i	i	-5.6
CCSc1nnc(-c2ccc(C)cc2)c2ccccc12	i	i	4.4	i	i	i	i	i	i	i	-8.7
C=C(C)C1Cc2c(C)nn(-c3ccccn3)c2C1 (centres undefined)	i	i	-11.0	i	i	i	i	i	i	i	15.7
COc1ccc2sc(SCCCS(=O)(=O)O)[n+](CCCS(=O)(=O)[O-])c2c1	i	i	4.6	i	i	i	i	i	i	i	4.1
O=C(C[n+]1cccc(/C=N/O)c1)N1CCCCCC1	i	i	3.3	i	i	i	i	i	i	i	2.7
CC(C)CC(=O)N1CCN(C(=O)c2cccc(F)c2)CC1	i	i	-1.0	i	i	i	i	i	i	i	-6.2
O=C(/C=C/c1ccc2c(c1)OCO2)NCc1ccc(F)cc1	i	i	-4.6	i	i	i	i	i	i	i	-13.2
COc1ccccc1N1CCN(c2ccc3cc(S(=O)(=O)N4CCCCC4)ccc3n2)CC1	i	i	1.3	i	i	i	i	i	i	i	0.1
Cc1ccc(-c2nc(SCC(=O)NCC3CCCO3)c(-c3ccc(C)cc3)[nH]2)cc1 (centres undefined)	i	i	-0.5	i	i	i	i	i	i	i	-3.3
N/C(CSc1ccc(Cl)cc1)=N\NC(=O)c1ccncc1	i	i	0.9	i	i	i	i	i	i	i	-2.7
